KCNQ1 pot = potentiates or activates the human KCNQ1 potassium channel; P51787; CHO-K1 KCNQ1, thallium flux FluxOR fluorescence; active compounds read high; B-score at 10 µM; hit rate 0.35% among 310,000;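 active = fluorescence ratio B-score, a plate-corrected score, at least three library SD, with initial intensity B-score within 5 SD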
Target sequence (P51787 whole entry, looked up): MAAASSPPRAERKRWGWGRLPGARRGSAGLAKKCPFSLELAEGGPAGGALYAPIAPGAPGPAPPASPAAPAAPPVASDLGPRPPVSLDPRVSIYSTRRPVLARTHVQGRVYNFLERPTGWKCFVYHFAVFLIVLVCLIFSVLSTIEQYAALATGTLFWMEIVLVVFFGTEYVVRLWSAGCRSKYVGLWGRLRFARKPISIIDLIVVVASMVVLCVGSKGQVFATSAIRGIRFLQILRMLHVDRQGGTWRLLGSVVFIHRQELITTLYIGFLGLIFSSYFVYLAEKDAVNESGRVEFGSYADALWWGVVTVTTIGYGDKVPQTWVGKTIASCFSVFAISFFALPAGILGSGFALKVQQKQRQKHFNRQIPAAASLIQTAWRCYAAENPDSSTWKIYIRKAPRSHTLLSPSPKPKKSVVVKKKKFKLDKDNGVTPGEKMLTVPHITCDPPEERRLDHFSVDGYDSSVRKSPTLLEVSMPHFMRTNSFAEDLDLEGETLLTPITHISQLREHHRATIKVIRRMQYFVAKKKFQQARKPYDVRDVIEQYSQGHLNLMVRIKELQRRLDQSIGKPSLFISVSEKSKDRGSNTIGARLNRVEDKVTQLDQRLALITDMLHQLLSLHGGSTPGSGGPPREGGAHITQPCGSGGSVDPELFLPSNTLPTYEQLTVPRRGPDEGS
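assay system = KCNQ1-transfected CHO-K1 cells | medium = assay buffer with matched DMSO | probe or stimulus = depolarizing K+/Tl+ stimulus, K2SO4 and Tl2SO4 each 12.5 mM in 5x stock | dosing = single dose | incubation = dye 90 min, compound 20 min, room temperature | detection = kinetic FluxOR fluorescence, 10 s baseline plus 110 s post-stimulus | evaluation = ratio B score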
RGS4 block = human RGS4 inhibition; P49798; HEK293 M3R/RGS4 inducible, Fluo-4 calcium flux; active compounds read high; triggered by carbachol at its EC20; B-score at 10 µM; hit rate 0.45% among 310,000; AID 463165;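 active = B-score, a plate-corrected calcium signal, over three deviations above library mean, with baseline fluorescence within five deviations of library mean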;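 also: RGS4 expression induced by doxycycline in cells with stable M3 receptor; B-score is computed from the integrated fluorescence ratio over baseline after carbachol; higher B-score means a larger calcium signal and so more RGS4 inhibition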
RGS4 pot = RGS4 potentiation or activation; HEK293 M3R/inducible RGS4, carbachol calcium flux Fluo4; active compounds read low; B-score at 10 µM; hit rate 0.92% among 310,000; AID 463111;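 active = B-score of the integrated calcium signal more than 4 SD below the library mean, with starting fluorescence not abnormally high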;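 also: negative B-score means reduced calcium response which marks RGS4 activation or potentiation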
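Assay system: HEK293 FlpIn-TREx cells, stable M3R, doxycycline-inducible RGS4 / Probe or stimulus: carbachol, ECmax concentration / Times: overnight RGS4 induction, 30 min dye load 37 °C, 20 min compound RT / Signal: kinetic calcium fluorescence imaging with Fluo4-AM dye, 2 µM / Measure: Agonist-evoked peak-minus-minimum fluorescence over baseline, integrated ratio, B score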
TMEM16A inh = mouse TMEM16A channel inhibition, primary screen. Q8BHY3. HEK293 TMEM16A/YFP iodide influx fluorescence, ionomycin. normalized B-score (activity score, 25-100; higher = stronger inhibition) at 10 µM. hit rate 1.2% among 310,000. AID 588511;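 active = ratio plate-corrected score three or more library SD toward inhibition, starting fluorescence score within five deviations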;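 also: score derived from kinetic fluorescence span divided by baseline fluorescence per well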
ANO1 activ = activators or potentiators of mouse TMEM16A chloride channel; Q8BHY3; HEK293 TMEM16A/YFP-H148Q/I152L, iodide quench fluorescence; active compounds read low; B-score at 10 µM; hit rate 0.3% among 340,000; AID 623877;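 active = fluorescence-ratio B-score plate-corrected deviation score at least 3 library SD below zero, with starting fluorescence score within 5 deviations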;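 also: channel opened by trigger with iodide after compound preincubation; score built on the fluorescence ratio of max minus min over baseline; more negative score means more quench and so TMEM16A activation or potentiation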
hERG protect = shields human hERG channel from block by proarrhythmic agents; hit rate 0.51% among 310,000; activation (rescue from dofetilide block), less the hit threshold, % at 10 µM; CHO-hERG, FluxOR thallium flux, dofetilide IC70 present;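 active = activation above the mean of controls blocked by dofetilide plus 5 SD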;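 also: thallium influx through hERG after potassium depolarization seen as dye fluorescence rise; in these data hits start at about 4.7%; inactives centre near -7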
KCNK9 inh = human KCNK9 channel inhibition | Q9NPC2 | HEK293 KCNK9, FluxOR thallium flux fluorescence; active compounds read low | B-score at 10 µM | hit rate 1.2% among 310,000 | AID 488922;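 active = ratio B-score over 3 SD below the library mean, with starting fluorescence within 5 SD of its mean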;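 also: negative B-score means less thallium flux so channel inhibition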
MrgX1 PAM = human MrgX1 positive allosteric modulation, primary screen | MrgX1-HEK293, Fluo-4 calcium flux, FDSS; active compounds read high | B-score at 10 µM | Q96LB2 | hit rate 0.63% among 310,000;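 active = plate-corrected calcium response at least 3 library SD above typical, normal starting fluorescence, not activating the receptor alone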;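 also: compound read alongside a low EC10 to EC30 dose of BAM8-22 agonist; peak minus trough fluorescence over baseline measured at the second addition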
Target sequence (Q96LB2 whole entry, looked up): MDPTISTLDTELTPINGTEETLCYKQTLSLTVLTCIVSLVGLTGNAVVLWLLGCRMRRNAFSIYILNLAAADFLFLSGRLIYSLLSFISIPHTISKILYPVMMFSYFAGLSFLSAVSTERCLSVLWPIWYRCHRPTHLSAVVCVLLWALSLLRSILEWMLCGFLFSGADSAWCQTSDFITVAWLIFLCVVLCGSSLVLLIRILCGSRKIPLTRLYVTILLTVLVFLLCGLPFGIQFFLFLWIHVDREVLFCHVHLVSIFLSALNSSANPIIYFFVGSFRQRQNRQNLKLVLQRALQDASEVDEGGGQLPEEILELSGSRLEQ
MrgX1 ag = human MrgX1 receptor agonism, primary screen. Q96LB2. B-score at 10 µM. AID 588627. MrgX1-HEK293 cells, Fluo-4 calcium fluorescence, agonist mode; active compounds read high. hit rate 0.44% among 310,000;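 active = calcium response B-score plate-corrected fluorescence ratio at least 3 library SD, with starting fluorescence B-score inside 5 SD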
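System: HEK293 cells stably expressing human MrgX1 receptor; Dosing: test compound in the initial addition of three; Schedule: overnight plating, then 30 min 37 °C plus 30 min room-temperature dye loading; Detection: kinetic calcium dye fluorescence, Fluo-4 NW; Controls: per-plate positive and negative controls for Z′ factor.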
KCNK3 inh = human KCNK3 channel inhibition, primary screen; B-score at 10 µM; AID 602410; hit rate 0.84% among 340,000; CHO-KCNK3 thallium flux, FluxOR fluorescence; active compounds read low;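 active = B-score under library mean minus 4 SD, starting fluorescence ratio at most library mean plus 5 SD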;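 also: more negative B-score means stronger inhibition of thallium flux through KCNK3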
KCNQ1 block = human KCNQ1 channel inhibition. P51787. CHO-K1 KCNQ1, FluxOR thallium flux fluorescence; active compounds read high. B-score at 10 µM. hit rate 1.3% among 310,000;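 active = compounds whose thallium flux B-score, printed positive for inhibition, exceeds three library SD while starting fluorescence stays within three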;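 also: channel opened by potassium depolarization with thallium stimulus after 20 min compound exposure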
* = called active by the depositor; i = inactive; nt = not tested or not shown.

Below each compound – hERG protect	RGS4 block	TMEM16A inh	KCNK3 inh	RGS4 pot	KCNQ1 block	MrgX1 PAM	ANO1 activ	KCNQ1 pot	KCNK9 inh	MrgX1 ag
> Cc1cc(C)c(C)c(OCC(=O)O/N=C(\N)c2cccnc2)c1
  -8	i	i	i	i	i	i	i	i	i	i
> O=C(NNc1nc2c(F)cc(F)cc2s1)C1COc2ccccc2O1 (configuration not stated)
  -6	i	i	i	i	i	i	i	i	i	i
> CC(C)c1ccc2c(c1)c(SC(C)(C)C)c(CC(C)(C)C(=O)O)n2Cc1ccc(Cl)cc1
  27*	i	100*	i	-8*	i	i	i	44*	i	i
> Cc1c(NC(=O)NCc2ccccc2)c(=O)n(-c2ccccc2)n1C
  -11	i	i	i	i	i	i	i	i	i	i
> C=C1CCN([C@@H](CC(C)C)C(=O)NCc2ccc(Cl)c(Cl)c2)S(=O)(=O)c2ccccc21
  -4	i	i	i	i	i	i	i	i	i	i
> Cc1nc2ccc(C(=O)N3CCSCC3)cc2s1
  -4	i	i	i	i	i	i	i	i	i	i
> CSc1ccccc1OCc1cc(C(=O)N2CCN(c3ccccc3)CC2C)no1 (configuration not stated)
  -19	i	i	i	i	i	i	i	i	i	i
> COc1ccc(CCC(=O)NC(C)c2ccccc2)cc1OC (configuration not stated)
  -3	i	i	i	i	i	i	i	i	i	i
> O=C(NC(=S)NC1CCS(=O)(=O)C1)c1cccs1 (configuration not stated)
  -5	i	i	i	i	i	i	i	i	i	i
> Cc1cc(Cl)ccc1OCC(=O)N1CC(C)CC(C)C1 (configuration not stated)
  -13	i	i	i	i	i	i	i	i	i	i
> C/C(=N\NC(=O)c1ccc(N(C)C)cc1)c1ccc(C)cc1C
  -13	i	i	i	i	i	i	i	i	i	i
> Cc1noc(C)c1S(=O)(=O)N1CCCC(C(=O)N2CCc3ccccc3C2)C1 (configuration not stated)
  -8	i	i	i	i	i	i	i	i	i	i
> O=C(COc1ccc(Cl)cc1Cl)Nc1ccc(CN2CCCCC2)cc1
  -10	i	i	i	-7.1*	i	i	i	i	i	i
> O=C(c1ccc(-c2nc3ccccc3s2)s1)N1CCOCC1
  -6	i	i	nt	i	i	i	nt	i	i	i
> COC(OC)c1ccc(C#N)c(SCc2ccccc2)n1
  -7	i	i	i	i	i	i	i	i	i	i
> COc1cc(OC)c(-c2c3cc(O)c(=O)cc-3oc3cc(O)c(O)cc23)cc1OC
  nt	nt	i	i	nt	nt	i	i	nt	nt	i
> CN(Cc1ccccc1)C1CCN(Cc2ccccc2[N+](=O)[O-])CC1
  9.8*	i	i	i	i	i	i	i	i	i	i
> CCCCCC(=O)Nc1c(-c2ccc(OC)cc2)c(=O)c2ccccc2n1C
  -7	i	i	i	i	i	i	i	i	i	i
> CN(C)c1ccc(Nc2nc(-c3cccnc3)cs2)cc1
  -7	i	i	i	i	i	i	i	i	i	i
> CCN(CC)C(=O)Cn1cc(C(=O)C(=O)NCc2cccs2)c2ccccc21
  -3	i	i	i	i	i	i	i	i	i	i
> CSc1ccc(S(=O)(=O)N(C)Cc2ccccc2)cc1
  -2	i	i	i	i	i	i	i	i	i	i
> c1cn(CC2(Cn3ccnc3)COC2)cn1
  -4	i	i	i	i	i	i	i	i	i	i
> Cc1ccc2nc(Nc3ccccc3)c(/C=N/O)c(=O)n2c1
  nt	nt	i	i	nt	nt	i	i	nt	nt	i
> COc1cccc(OC)c1C(=O)NNC(=O)c1cccnc1
  -1	i	i	i	i	i	i	i	i	i	i
> CCOc1ccc(/C=N/NC(=O)c2nnn(-c3nonc3N)c2-c2cccs2)cc1
  -4	i	i	i	i	i	i	i	i	i	i
> O=C(O)c1ccc(CSc2nnc(-c3ccco3)o2)cc1
  -11	i	i	i	i	i	i	i	i	i	i
> O=[N+]([O-])c1cc(-c2nc(-c3ccncc3)no2)cc([N+](=O)[O-])c1
  -5	i	i	i	i	i	i	i	i	i	i
> Cc1ccc(NS(=O)(=O)c2cc(C(=O)NCc3ccccn3)ccc2Cl)cc1
  -1	i	i	i	i	i	i	i	i	i	i
> Fc1ccc(Nc2cccc3nccnc23)cc1
  -6	i	i	i	i	i	i	i	i	i	i
> COc1ccc(OCc2nc3ccc(S(=O)(=O)Nc4ccccc4Cl)cc3[nH]2)cc1
  -10	i	i	i	i	i	i	i	i	i	i
> CC(=O)N/N=C\c1cccc(OC/C=C/c2ccccc2)c1
  -7	i	i	i	i	i	i	i	i	i	i
> CCc1cccc(C)c1NC(=O)CSc1nnc(Cc2csc(C)n2)o1
  -7	i	i	i	i	i	i	i	i	i	i
> Cc1nnc2c(NC(C)C)nc3ccccc3n12
  -6	i	i	i	i	i	i	i	i	i	i
> O=C(CSCC(=O)Nc1ccc2ccccc2c1)NCc1ccccc1
  -19	i	i	i	i	i	i	i	i	i	i
> CCc1ccc(S(=O)(=O)Nc2nnc(N)s2)cc1
  -6	i	i	i	i	i	i	i	i	i	i
> O=C(Nc1ccc(F)cc1)c1cccnc1Oc1ccccc1
  -5	i	i	i	i	i	i	i	i	i	i
> CCOC(=O)C1[C@H]2C(=O)N(CCCOC)C[C@]23C=C[C@H]1O3 (some centres not stated)
  -10	i	i	i	i	i	i	i	i	i	i
> COc1ccc(CN2CCNC(=O)C2CC(=O)NCc2csc(C(C)C)n2)c(OC)c1 (configuration not stated)
  -8	i	i	nt	i	i	i	nt	i	i	i
> COc1cccc(C(C)NC(=O)c2c(F)cccc2Cl)c1 (configuration not stated)
  -13	i	i	i	i	i	i	i	i	i	i
> O=C1CCN(C(=O)CSc2ccc(Cl)cc2)N1
  -6	i	i	i	i	i	i	i	i	i	i
> C=C(Cl)COC(=O)C1C2C=CC(C2)C1C(=O)O (configuration not stated)
  0	i	i	i	i	i	i	i	i	i	i
> Clc1ccc(OCCCCSc2ncccn2)cc1
  -17	i	i	i	i	i	i	i	i	i	i
> Cc1ccc(C(=O)OCC(=O)NC2CCCC2)cc1C
  -10	i	i	i	i	i	i	i	i	i	i
> COc1c(OC2OC(C(=O)O)C(O)C(O)C2O)cc(O)c2c(=O)cc(-c3ccccc3)oc12 (configuration not stated)
  -7	i	i	i	i	i	i	i	i	i	i
> NS(=O)(=O)c1ccc(CCNC(=O)c2cc(=O)[nH]c3ccccc23)cc1
  -4	i	i	i	i	i	i	i	i	i	i
> CCOC(=O)Nc1ccc2c(COC(=O)CNS(=O)(=O)c3cccc(Br)c3)cc(=O)oc2c1
  -5	i	i	i	i	i	i	i	i	i	i
> Cc1oc(-c2ccccc2F)nc1CS(=O)CC(=O)NCc1cccs1 (configuration not stated)
  -13	i	i	i	i	i	i	i	i	i	i
> NC(=O)CS(=O)(=O)c1nc2ccccc2n1Cc1ccccn1
  -5	i	i	i	i	i	i	i	i	i	i
> CCCN(C(=O)COc1ccc(Cl)cc1Cl)c1c(N)n(Cc2ccccc2)c(=O)[nH]c1=O
  -10	i	i	i	i	i	i	i	i	i	i
> O=C1CC(c2ccccc2)CC(O)=C1C=NCc1ccccc1Cl (configuration not stated)
  -1	i	i	i	i	i	i	i	i	i	i

Continued:
Below each compound – hERG protect	RGS4 block	TMEM16A inh	KCNK3 inh	RGS4 pot	KCNQ1 block	MrgX1 PAM	ANO1 activ	KCNQ1 pot	KCNK9 inh	MrgX1 ag
> O=C(NC(=S)NCc1ccc2c(c1)OCO2)c1ccccc1
  -3	i	i	i	i	i	i	i	i	i	i
> CN(C)c1ccnc(SCc2ccccc2Cl)c1C#N
  -10	i	25*	i	i	i	i	i	i	i	i
> O=C(O)c1ccccc1N/C=C\[N+](=O)[O-]
  -9	i	i	i	i	i	i	i	i	i	i
> COc1ccccc1N1CCN(/N=C/c2ccc(OC)c(OC)c2OC)CC1
  -12	i	i	i	i	i	i	i	i	i	i
> Cc1cc(Br)cc(Cl)c1OCC(=O)NC(=O)NCc1ccccc1
  -10	i	i	i	i	i	i	i	i	i	i
> CCCCS(=O)(=O)N1CCCC(C(=O)N2CCOCC2)C1 (configuration not stated)
  -4	i	i	i	i	i	i	i	i	i	i
> CC(C)Nc1nc(NC(C)C)nc(NS(=O)(=O)c2ccc(N)cc2)n1
  -6	i	i	i	i	i	i	i	i	i	i
> COc1cccc(CCNC(=O)C2CCC(=O)N(C3CC3)C2)c1OC (configuration not stated)
  -8	i	nt	i	i	i	nt	i	i	i	nt
> Cn1nccc1C(=O)Nc1sc2c(c1C(N)=O)CCCC2
  -5	i	i	i	i	i	i	i	i	i	i
> COc1ccc(N=C2SCC(=O)N2CCc2ccc(OC)c(OC)c2)cc1
  -9	i	i	i	i	i	i	i	i	i	i
> COc1ccc(C(=O)NC(C)c2nnc(SCC(=O)NC3CCCC3)n2C)cc1 (configuration not stated)
  -6	i	i	i	i	i	i	i	i	i	i
> CCN(CC(=O)NCc1cccs1)c1ccc(S(=O)(=O)N2CCN(C)CC2)cn1
  -9	i	i	i	i	i	i	i	i	i	i
> O=C(C1CCCO1)N1CCN(C(=S)Nc2ccccc2F)CC1 (configuration not stated)
  -1	i	i	i	i	i	i	i	i	i	i
> Cc1onc(-c2c(F)cccc2Cl)c1C(=O)NCc1cccs1
  -5	i	i	i	i	i	i	i	i	i	i
> O=C(CC1C(=O)NCCN1Cc1cccc(F)c1)NCCCCCN1CCOCC1 (configuration not stated)
  -12	i	i	i	i	i	i	i	i	i	i
> O=C1CCCC(O)=C1N=Nc1ccc(Cl)c(Cl)c1
  1	i	i	i	i	i	i	i	i	i	i
> CC(=O)Oc1ccccc1C(=O)NC(C)CCc1ccccc1 (configuration not stated)
  -5	i	i	i	i	i	i	i	i	i	i
> CCOc1cccc(CNCc2cccnc2)c1OCc1ccccc1
  -1	i	i	i	i	i	i	i	i	i	i
> Cc1ccc(S(=O)(=O)N2CC(=O)Nc3ccccc32)c(C)c1NS(C)(=O)=O
  -4	i	i	i	i	i	i	i	i	i	i
> CC(C)(C)n1nnnc1C(c1cccs1)N1CCN(Cc2ccc3c(c2)OCO3)CC1 (configuration not stated)
  -16	i	i	i	i	i	i	i	i	i	i
